Screens deposited in PubChem BioAssay by several laboratories.
GRK2 inh: blocks RNA aptamer binding to human GRK2. P25098. bead flow cytometry, FAM-aptamer displacement from GRK2. inhibition of aptamer binding, % at 10 µM. 330,000 tested, 0.59% active. AID 488847;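 active = inhibition of aptamer binding above 40%, roughly 3 SD of noise, on plates passing a quality check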;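 also: median bead fluorescence of bound FAM aptamer so fluorescent compounds give negative values; no value below 0 was filed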
proCasp3 act: activators of human procaspase-3. P42574. recombinant procaspase-3 D3A, Ac-DEVD-pNA absorbance 405 nm. activation, % at 8.5 µM. 330,000 tested, 0.11% active. AID 463141;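 active = activation above the mean of all tested compounds plus 3 SD, cut at about 21% in these data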;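 also: 0% = DMSO alone and 100% = DMSO wells spiked with extra 5 µM PC-3 D3A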
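Assay system – Procaspase-3 D3A mutant, all three cleavage aspartates alanine · Controls – DMSO-only low control, 5 µM PC-3 D3A high control · Schedule – 1 h compound preincubation, 2 h substrate hydrolysis at 25 °C · Signal – 405 nm absorbance of p-nitroaniline, reads at 0 and 120 min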
GASC-1 inh: inhibitors of human GASC-1 (JMJD2C) demethylase | Q9H3R0 | AID 2099 | GST-JMJD2C(1-420) H3K9me3 demethylation, DELFIA europium | 330,000 tested, 0.069% active | inhibition, % at 2.35 µM;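 active = more than half of a compound's replicate wells show inhibition beyond 50%, single wells judged on their own value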;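 also: signal counts dimethyl H3K9 product captured on neutravidin plate; 0% = median of DMSO wells and 100% = 0.3 times that DMSO median; strong numbers were not always called active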
PP1 inh: blocks human PP1-alpha phosphatase, a PP5 counter-screen; 320,000 tested, 0.9% active; inhibition, % at 6.7 µM; purified PP1alpha, OMFP fluorescence; P62136;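 active = inhibition above the mean inhibition of all tested compounds plus 3 SD, computed separately for each screening campaign, cut at about 15% in these data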
Fh CTSL1 inh: blocks F. hepatica cathepsin L1 in PFM18AAP counter-screen | recombinant F. hepatica cathepsin L1, Z-Leu-Arg-MCA fluorescence | inhibition, % at 5.96 µM | 300,000 tested, 0.49% active | AID 1906;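 active = inhibition above the mean of all tested compounds plus 3 SD, set per screening campaign, cut at about 17% in these data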;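 also: 0% = plate median of test compound wells and 100% = 1 µM Z-Phe-Ala-diazomethylketone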
proCasp7 act: activates human procaspase-7, counter-screen for procaspase-3 activators; activation, % at 8.5 µM; P55210; 330,000 tested, 0.093% active; recombinant procaspase-7, Ac-DEVD-pNA absorbance 405 nm; D23A/D198A/D206A triple mutant, cannot self-cleave; scale: DMSO 0, 5 µM enzyme 100; AID 463210;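 active = percent activation above the screen-wide mean plus 3 SD, cut at about 25% in these data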
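signal = Epi-absorbance of released pNA at 405 nm, two timepoints | assay system = Uncleavable procaspase-7 mutant enzyme | reagent = Ac-DEVD-pNA substrate, 400 µM as added | times = 1 h enzyme–compound preincubation and 2 h substrate reaction, both 25 °C | benchmarks = low DMSO alone, high DMSO plus 5 µM PC-7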
VLA-4 inh: inhibition in a human VLA-4 binding assay; inhibition, % (about 7 µM as worked out from the volumes in the protocol); 330,000 tested, 0.2% active; AID 2557; VLA-4 expressing cells, ligand binding flow cytometry; in the data active = inhibition above about 50%
PP5 primary: PP5 (human) phosphatase inhibition. 320,000 tested, 0.18% active. P53041. inhibition, % at 6.7 µM. purified PP5c, OMFP substrate fluorescence;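 active = inhibition above the campaign's mean inhibition across all tested compounds plus 3 SD, cut at about 9.5% in these data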;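 also: 0% = DMSO only and 100% = 100 µM cantharidin control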
HCV core dimer: blocks dimerization of HCV core protein | 300,000 tested, 0.33% active | AID 1899 | TR-FRET GST/Flag-core106 dimerization, 1536-well | inhibition, % at 5 µM;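 active = inhibition above the mean of all tested compounds plus 3 SD, set per screening campaign, cut at about 45% in these data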
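Material: GST/Flag-tagged HCV core106 proteins. Incubation: 4 h, 22.5 °C incubation. Read-out basis: inhibition (%) from 671 over 617 nm ratio. Measured by: TR-FRET, excitation 340 nm, emission 617 and 671 nm.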
An asterisk follows results filed as active; i = inactive; nt = not tested or not shown.

Values in the order – GASC-1 inh	proCasp3 act	Fh CTSL1 inh	GRK2 inh	HCV core dimer	proCasp7 act	VLA-4 inh	PP5 primary	PP1 inh
- O=C(O)Cc1ccc(NC(=O)Nc2cccc3ccccc23)cc1
  1.4	-2.2	-4.7	2.0	-1.1	-7.3	21.8	-1.0	-0.7
- C=CCNC(=S)N/N=C/c1ccc(C)c([N+](=O)[O-])c1
  -3.3	2.9	-1.1	1.0	-4.7	6.6	i	4.2	-0.3
- COc1ccc(N2C3=[N+](CCCC3)CC2(C)O)cc1 (configuration not stated)
  i	7.3	6.3	1.0	-0.2	8.6	-4.6	-1.4	-3.1
- CCCCC1=CC2=CC(=O)C(C)(OC(=O)CC)C(=O)C2=CN1c1ccccc1 (configuration not stated)
  0.0	5.8	-0.7	1.0	18.5	-2.8	12.2	3.3	0.7
- Cc1nc2ccccc2n1S(=O)(=O)c1ccc(F)cc1
  0.2	3.9	-3.2	1.0	-11.8	1.6	3.1	2.2	-0.7
- CCOc1ccc(-c2cn(CCC#N)cn2)cc1
  -3.7	4.5	-5.1	1.0	4.8	2.1	-86.5	3.5	-0.8
- O=C(CCCc1nc(-c2ccc(Cl)cc2)no1)NCC1CCCO1 (configuration not stated)
  -5.4	12.8	-0.8	1.0	-2.4	4.8	0.2	0.7	0.7
- CCn1c(NCCO)nc2c(c1=O)C(C)(CC)Cc1ccccc1-2 (configuration not stated)
  -12.8	3.6	-3.9	0.0	-4.2	-6.0	3.1	0.9	0.6
- O=C(CCN1C(=O)C2C3C=CC(C4CC34)C2C1=O)Nc1ccc(Cl)cc1O (configuration not stated)
  -4.1	-2.1	0.4	2.0	-0.8	4.6	1.3	0.4	-4.8
- N/C(=N\OCC(=O)Nc1ccc(F)c(Cl)c1)c1ccccc1
  -4.1	11.1	nt	0.0	nt	13.0	28.9	nt	nt
- c1ccc(-c2nc(-c3ccc(-c4ccon4)s3)no2)cc1
  3.4	-3.5	0.8	0.0	6.8	-4.0	1.5	0.3	1.4
- CCCCCC(=O)OC(CN1CCCCCC1)CN1CCCC1=O (configuration not stated)
  -2.9	-0.8	-2.0	1.0	5.7	2.2	21.5	0.9	-1.9
- COc1ccc(CC(=O)NNC2=Nc3cccc4cccc2c34)cc1
  -6.5	-3.3	0.3	1.0	-21.9	-2.5	25.9	3.9	13.7
- CC(=O)c1cccc(NC(=O)CNC(=O)c2cc3ccccc3o2)c1
  3.3	-0.2	-1.1	0.0	-6.2	-10.6	1.7	1.6	2.5
- Cc1ccc(NC(=O)C2CCN(C(=O)c3ccc(Cl)cc3)CC2)nc1
  3.8	6.9	-2.2	1.0	-2.3	8.9	7.3	1.0	-1.3
- C=CCN(CC=C)C(=O)Cc1ccc(F)cc1
  4.5	8.3	-0.9	2.0	-6.6	7.4	-0.3	1.2	-2.7
- CCOC(=O)Nc1c(C(=O)OC)[nH]c2cc(OC)ccc12
  0.3	1.4	-2.4	1.0	-3.3	5.2	-0.4	2.5	-3.2
- COC(=O)CSc1nnc(CNC(=O)c2ccccc2F)n1-c1ccccc1
  0.1	-2.8	-2.6	0.0	9.6	1.7	1.8	1.7	-1.0
- C=CCn1c(Cc2nc3ccccc3[nH]2)n[nH]c1=S
  4.4	-5.5	-2.1	0.0	-1.0	1.1	12.1	-0.9	-1.9
- C/C(=N\NC(=O)C1CC1)c1ccccc1O
  -4.3	9.7	1.8	0.0	-3.3	4.6	0.3	1.5	-4.4
- COc1cccc(CN(C)C(=O)C(CCSC)NS(=O)(=O)c2ccc3c(c2)OCCO3)c1OC (configuration not stated)
  -4.4	2.6	-2.5	2.0	-9.6	4.1	18.4	0.6	-3.2
- COc1ccccc1N1N=C(C(=O)c2ccccc2)C2C(=O)N(c3ccc(Br)cc3)C(=O)C21 (configuration not stated)
  -25.2	4.6	5.7	0.0	2.0	9.1	-6.1	1.5	-0.8
- Cc1ccccc1-c1noc(C2CCCCC2)n1
  6.5	10.0	3.5	2.0	-2.2	9.8	2.1	1.8	-4.9
- Cc1csc(=O)n1CC(=O)OCC(=O)NNC(=O)c1ccc(Cl)cc1
  -24.7	1.0	nt	0.0	nt	14.7	-3.8	-2.1	-4.7
- O=C(COC(=O)Cc1c[nH]c2ccccc12)NCCc1ccccc1
  -4.7	7.4	-4.8	3.0	-3.0	9.8	12.9	-1.8	-3.4
- CC(C)C[C@H]1COCCS(=O)(=O)N1Cc1cccc(Cl)c1
  23.9	4.7	-1.3	3.0	-5.1	-2.8	35.0	2.1	-0.9
- O=C(COc1ccccc1)NC(NC(=S)Nc1ccccc1C(=O)O)C(Cl)(Cl)Cl (configuration not stated)
  -28.7	-18.4	2.2	0.0	6.9	-17.3	-0.9	-0.6	0.6
- CN1CCN(C(=O)c2cc3c(C(F)(F)F)nn(C)c3s2)CC1
  6.3	1.0	-2.3	0.0	5.4	5.9	18.3	3.7	-0.7
- Cc1ccc(SC(C)C(=O)Nc2cccc(N(C)S(C)(=O)=O)c2)cc1 (configuration not stated)
  -8.2	-1.8	-4.5	3.0	2.6	13.5	25.1	3.7	0.8
- Cc1cc(C)c(NC(=O)CCCOC(=O)C2=COCCO2)c(C)c1
  5.0	1.1	-1.6	4.0	-7.8	2.3	-20.1	-1.4	-5.3
- CCCCNC(=O)CCC(=O)Nc1ccc2nc(N3CCCCC3)cc(C)c2c1
  -3.2	4.2	-0.3	3.0	-1.2	-1.4	3.4	-1.8	-3.5
- O=C(CCCCn1c(=O)[nH]c2ccsc2c1=O)NCc1ccc2c(c1)OCO2
  6.2	1.4	1.4	2.0	0.8	5.5	34.1	1.5	1.9
- CCc1ccc(C(C)NC(=O)c2cccs2)cc1 (configuration not stated)
  -5.4	-0.7	1.0	0.0	1.9	3.9	-1.1	3.0	-4.1
- C=CCNc1nnc(SC2CC(=O)N(c3ccc(OC)cc3)C2=O)s1 (configuration not stated)
  -2.9	-23.0	-0.4	1.0	-4.3	-47.6	8.7	1.6	4.7
- O=C(NCc1ccccc1Cl)c1cccc(OC2CCN(C(=O)C3CC3)CC2)c1
  2.5	8.9	1.6	1.0	-4.0	7.2	-6.7	0.7	-0.6
- Cc1nc(N2CCNCC2)c2c3c(sc2n1)CCCC3
  15.5	3.2	1.1	0.0	4.2	8.8	-1.2	0.1	-1.4
- CCCCCn1c(=O)c(F)cn(Cc2ccc(OC)c([N+](=O)[O-])c2)c1=O
  -5.9	1.0	-0.1	16.0	0.1	-7.3	-2.2	3.4	0.1
- NS(=O)(=O)c1ccc(CNC(=O)c2ccc(Cl)cc2[N+](=O)[O-])cc1
  2.1	6.7	3.3	2.0	-9.0	1.8	6.2	1.6	0.1
- O=C(COc1ccc(S(=O)(=O)N2CCOCC2)cc1)Nc1ccccc1Cl
  -3.6	3.2	-1.8	0.0	2.7	3.4	13.7	1.7	-2.8
- O=C(Nc1cnc2ccccc2c1)N1CCCCC1
  115.8	-4.6	-0.7	3.0	-3.2	3.7	6.9	-0.6	-2.2
- CCOC(=O)c1cc(-c2ccccc2)sc1N
  -8.9	-15.1	1.1	2.0	0.6	-9.7	8.4	2.9	0.9
- O=C(N/N=C/c1cccc(F)c1)NC1CCCCC1
  1.4	0.1	-0.8	12.0	-4.7	-7.5	0.7	4.0	4.5
- CCOc1ccccc1NC(=O)C1CCN(c2ccc(S(=O)(=O)N3CCCC3)cc2)CC1
  -15.2	-1.8	-3.2	2.0	9.9	10.1	2.7	1.3	-2.5
- Cc1sc(NC(=O)c2ccco2)c(C(c2cccnc2)N2CCN(c3ccc(F)cc3)CC2)c1C (configuration not stated)
  4.6	5.9	1.6	3.0	21.9	12.1	2.0	2.7	6.5
- O=c1c2[nH]c3ccc(F)cc3c2ncn1CCN1CCOCC1
  1.1	1.4	0.7	1.0	-3.7	6.9	4.1	-0.1	-1.6
- CCN(C(=O)/C=C/c1ccc(OC)cc1)C1CCS(=O)(=O)C1 (configuration not stated)
  17.8	-7.2	-3.4	3.0	-2.6	10.6	13.7	-2.1	-1.1
- O=C(N[C@@H](Cc1ccccc1)C(=O)OCc1ccccc1)c1nc[nH]c1C(=O)N1CCNCC1
  11.1	7.2	nt	0.0	nt	5.7	-18.5	nt	nt
- Cc1ccc(CN2C(=O)CCC2C(=O)NCc2ccc3c(c2)OCO3)cc1 (configuration not stated)
  -1.7	-6.3	-2.8	0.0	-0.6	4.8	-8.0	1.0	-3.1
- COc1ccccc1C(=O)NCCn1cc(SCC(=O)Nc2cc(C)on2)c2ccccc21
  -1.5	-1.8	-1.6	3.0	2.0	-7.5	-6.5	0.8	1.4
- Cc1ccc(C)c(SCc2nc3sc(C(=O)O)c(C)c3c(=O)[nH]2)c1
  1.2	-2.3	2.3	1.0	11.0	-0.2	-6.2	-2.1	-2.5
- CC(C)CNc1ncnc2c1sc1nc(N3CCOCC3)c3c(c12)CC(C)(C)OC3
  -4.7	6.0	-2.0	3.0	-0.5	-1.4	2.6	1.8	-2.2
- NC(=O)CCN(Cc1ccccc1)S(=O)(=O)c1ccccc1
  34.5	-6.7	-1.2	0.0	-7.0	7.0	3.3	-0.6	-1.7
- CN1CCC(N(C)C(=S)Nc2ccc(F)cc2)CC1
  -3.7	-7.7	0.1	0.0	-0.9	-4.1	22.4	-1.5	-5.3
- CCn1c(=O)c2ccccc2n(CC(=O)NC2CCCCC2)c1=O
  -8.1	4.4	-6.8	1.0	-4.0	2.0	3.5	1.2	-0.4
- COc1ccccc1S(=O)(=O)Cc1ccc(C(=O)NCc2ccc(C)cc2)o1
  23.5	1.9	-2.1	0.0	7.4	-3.0	15.3	1.4	-1.1

No enrichment for hits; 2.6% or so of the library scored in one or more.
